OX1R antag-1: antagonists of human orexin 1 receptor (OX1R); O43613; OX1R-expressing cells, FRET antagonist read-out; inhibition, % at 6.6 µM; 330,000 compounds, 1.8% hits; AID 485270; in the data active = inhibition mostly above about 38%, no sharp cut-off; inactive = mostly below about 40%;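 also: 0% = agonist challenge alone and 100% = reference antagonist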
Target sequence (O43613 whole entry, looked up): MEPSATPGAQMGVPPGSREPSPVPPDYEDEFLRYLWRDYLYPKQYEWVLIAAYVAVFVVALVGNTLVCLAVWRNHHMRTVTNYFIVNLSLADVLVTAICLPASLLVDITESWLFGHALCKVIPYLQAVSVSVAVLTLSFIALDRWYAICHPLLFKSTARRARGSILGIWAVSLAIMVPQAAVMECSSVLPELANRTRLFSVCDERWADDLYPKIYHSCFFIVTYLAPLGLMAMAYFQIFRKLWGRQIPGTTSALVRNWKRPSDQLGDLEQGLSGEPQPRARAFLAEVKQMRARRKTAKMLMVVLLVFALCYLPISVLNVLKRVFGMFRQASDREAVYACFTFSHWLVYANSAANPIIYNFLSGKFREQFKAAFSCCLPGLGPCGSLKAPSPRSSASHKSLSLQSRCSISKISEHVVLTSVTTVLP
STK33 inh: human STK33 kinase inhibition; purified STK33, MBP phosphorylation, ADP-Glo luminescence; inhibition, % at 10 µM; Q9BYT3; 320,000 compounds, 0.073% hits;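 active = inhibition at or above 25%, using the most active replicate where run in duplicate; inactive = inhibition below 25%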
Target sequence (Q9BYT3 whole entry, looked up): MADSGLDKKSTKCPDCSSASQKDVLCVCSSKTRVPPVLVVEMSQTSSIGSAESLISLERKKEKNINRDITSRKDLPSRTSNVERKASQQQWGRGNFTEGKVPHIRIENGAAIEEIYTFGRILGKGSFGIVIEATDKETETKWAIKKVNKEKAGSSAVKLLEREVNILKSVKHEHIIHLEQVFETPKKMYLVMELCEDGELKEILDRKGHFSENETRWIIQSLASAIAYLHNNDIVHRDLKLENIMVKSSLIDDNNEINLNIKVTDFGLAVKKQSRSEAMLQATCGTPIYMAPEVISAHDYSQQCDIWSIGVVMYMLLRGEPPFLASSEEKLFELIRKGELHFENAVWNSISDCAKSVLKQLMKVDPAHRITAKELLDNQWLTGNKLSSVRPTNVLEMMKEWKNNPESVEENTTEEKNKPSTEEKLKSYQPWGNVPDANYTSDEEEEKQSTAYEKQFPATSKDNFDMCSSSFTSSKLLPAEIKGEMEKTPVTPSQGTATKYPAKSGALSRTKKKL
OX1R antag-2: blocks the human orexin 1 receptor. CHO/OX1R cells, Fluo-8 calcium fluorescence, orexin A. inhibition, % at 5 µM. 330,000 compounds, 0.43% hits. AID 434989;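 active = inhibition above its plate's threshold, mean inhibition of all tested compounds on the plate plus 3 SD, cut at about 37% in these data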;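 also: 0% = orexin A challenge wells and 100% = SB-334867-A antagonist wells; not every result past the cut was called active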
* marks the source's active call; other numbers are inactive results; / = no result given.

item | Compound | OX1R antag-2 | STK33 inh | OX1R antag-1
1 | CSc1ccccc1NC(=O)c1ccc(N2CC3CC(C2)c2cccc(=O)n2C3)c(NC(=O)c2cccnc2)c1 (configuration not stated) | -20 | -1.5 | 7
2 | Cc1ccnc(NC(=O)CCC(=O)N(CC(=O)NCc2ccccc2)Cc2ccccc2)c1 | -19 | -1.4 | 38
3 | O=C(NCCc1ccccn1)c1n[nH]c(=O)c2ccccc12 | -2 | -1.8 | 10
4 | COc1cc2c(cc1OC)C(Nc1ccc(S(N)(=O)=O)cc1)=NC(C)(C)C2 | -4 | -0.9 | 2
5 | COc1cc(Cl)cc(CN2CCC(CCC(=O)NC3CC3)CC2)c1OC | -17 | -0.9 | 11
6 | O=C(O)C(c1ccccc1)N1CCCCC1 (configuration not stated) | -11 | -1.4 | 10
7 | O=C(COC(=O)CCc1c[nH]c2ccccc12)NCc1ccccc1 | -23 | -0.8 | 2
8 | CCCn1nnnc1NCc1ccc(N(C)C)cc1 | 2 | -0.1 | 10
9 | Nc1nnc(SCc2ccc([N+](=O)[O-])cc2)s1 | -17 | -0.6 | 23
10 | COc1ccccc1OCCSc1nc2ccccc2n1CCC(=O)O | 7 | -0.7 | 67*
11 | COc1ccc(Cc2nnc(SCC(=O)Nc3ccccc3C)n(N)c2=O)cc1 | -22 | -0.7 | 18
12 | OC(CN1CCNCC1)Cn1ccc2ccccc21 (configuration not stated) | -4 | -0.6 | 6
13 | O=C(CSCc1ccccc1)N1CCN(S(=O)(=O)c2cccc(F)c2)CC1 | -13 | 0.0 | 11
14 | COc1ccccc1NC(=S)NC(NC(=O)c1ccco1)C(Cl)(Cl)Cl (configuration not stated) | -30 | -2.5 | 18
15 | COc1ccc(OCc2nc(N)nc(Nc3ccccc3OC)n2)cc1 | -5 | -0.7 | 13
16 | COC(=O)CNC(=O)C(NC(=O)OCc1ccccc1)C(C)C (configuration not stated) | 25 | / | 9
17 | CCOCC(=O)Nc1cccc(-c2nc3cccnc3s2)c1C | -24 | -0.1 | 0
18 | CC(=O)c1ccc(N=c2scc(C)n2C(C)C)cc1 | -7 | 2.4 | 10
19 | O=C(OCc1c(Cl)cccc1Cl)c1cnccn1 | -29 | -0.5 | 4
20 | COC(=O)CSc1nnnn1-c1ccccc1 | -3 | -1.7 | 16
21 | O=C(O)CN1C(=O)c2ccc(C(=O)c3ccccc3)cc2C1=O | -2 | -0.9 | 19
22 | CCCOc1ccc(C2NC(=S)NC(C)=C2C(=O)c2ccccc2)cc1OC (configuration not stated) | -41 | 0.1 | 16
23 | CCCN(CCC)CCCNC(=O)CN1C(=O)CSc2ccc(S(=O)(=O)N3CCOCC3)cc21 | -14 | -1.5 | 11
24 | CC(Oc1ccc([N+](=O)[O-])cc1)C(=O)NCC1CCCO1 (configuration not stated) | -5 | 0.4 | 44
25 | CCNC(=S)N/N=C/c1cccc(C)c1 | -19 | 4.1 | 11
26 | Cc1ccc2cc(C)c(SCC(=O)NCC3CCCO3)nc2c1 (configuration not stated) | -19 | -1.2 | 12
27 | O=C(CSc1nc2ccccc2[nH]1)NCc1ccccc1 | -19 | 0.0 | 18
28 | CCOc1ccc(C(=O)Oc2cc(C)[nH]c(=O)c2[N+](=O)[O-])cc1OCC | 5 | -1.4 | 11
29 | CC1=C(C(=O)OCc2ccccc2)C(c2cccnc2)n2nnnc2N1 (configuration not stated) | -19 | -0.4 | 12
30 | O=C(O)C1C2C=CC(C2)C1C(=O)Nc1cccc(Cl)c1 (configuration not stated) | -3 | -0.7 | 3
31 | CCOC(=O)COc1ccc(S(=O)(=O)c2ccc(OCC(=O)OCC)cc2)cc1 | 2 | -2.0 | 10
32 | CCN(CC)C(=O)CSc1nnc(-c2cccnc2)n1CCc1ccccc1 | -8 | 0.7 | 11
33 | COc1ccc(OC)c(NC(=O)C(=O)N/N=C/c2ccccc2[N+](=O)[O-])c1 | -18 | -3.5 | 10
34 | Cc1ccc(C2C(C(=O)c3cc4ccccc4o3)=C(O)C(=O)N2CCN2CCOCC2)cc1 (configuration not stated) | -18 | -0.2 | 0
35 | COc1ccc(S(=O)(=O)N2CCN(c3nc(-c4cccnc4)nc4ccccc34)CC2)cc1 | -7 | -2.0 | 2
36 | CC(Sc1nc2ccc(Br)cc2[nH]1)C(=O)O (configuration not stated) | -15 | -0.5 | -1
37 | COc1ccc(OC)c(S(=O)(=O)NCc2ccc(N3CCN(C)CC3)cc2)c1 | 9 | -1.9 | 6
38 | CCCOC(=O)c1ccc(Oc2cn[nH]c2-c2ccc(OCC)cc2O)cc1 | 5 | 0.2 | 23
39 | COc1ccc(C(=O)Nc2c(N)nc(SCC(=O)c3ccccc3)[nH]c2=O)cc1 | -13 | -1.7 | 12
40 | O=C(CSCc1ccc(Cl)cc1)Nc1cccc(C(=O)O)c1 | -1 | 0.1 | 9
41 | COc1ccc(-c2noc(CCC(=O)NC3CCCCCC3)n2)cc1 | -10 | 0.5 | 14
42 | O=C(N/N=C/c1ccc2c(c1)OCO2)c1ccc(Cn2cc([N+](=O)[O-])cn2)o1 | -14 | -0.3 | 35
43 | Cc1nc2cc(Cl)c(Cl)cc2n1-c1ccccn1 | -12 | 1.0 | 16
44 | CCOC(=O)c1c(C)nc(-c2ccccc2)nc1NC(=O)C(C)C | -11 | -1.0 | 20
45 | Cc1nn(C)cc1S(=O)(=O)N1CCN(c2ccccc2F)CC1 | -17 | 0.7 | 17
46 | O=C(c1cc2nc(C3CC3)cc(C(F)F)n2n1)N1CCOCC1 | -9 | -1.9 | 14
47 | COC(=O)CC1=C(C(=O)OC)C(c2cccs2)C(C#N)=C(N)O1 (configuration not stated) | 2 | -1.8 | 25
48 | O=C(Nc1cccnc1Cl)c1cc(-c2cccc(Cl)c2)on1 | -1 | 1.5 | 12
49 | COc1ccccc1Cc1nc(-c2ccc(Br)o2)no1 | 0 | -1.4 | 11
50 | Cc1cccc(N2C(=O)NC3(CCCCC3)C2=O)c1 | -10 | -4.6 | 7
51 | O=C(N/N=C/c1ccsc1)c1cc(O)cc(O)c1 | -19 | -0.2 | 11
52 | CN1CCN(C(=O)CCN2C(=O)/C(=C\c3ccc(Cl)cc3Cl)SC2=S)CC1 | -20 | 0.0 | -1
53 | Fc1ccc(NC(=S)N2CCOCC2)c(F)c1 | 1 | -0.2 | 5
54 | COc1ccccc1NC(=O)N1CCN(S(C)(=O)=O)CC1 | -12 | 0.0 | 13
55 | COC(=O)[C@H](Cc1ccccc1)NC(=O)C1(OC(C)=O)CC(OC(C)=O)C(OC(C)=O)C(OC(C)=O)C1 (some centres not stated) | -19 | -0.9 | 0
56 | Cc1cc(F)ccc1S(=O)(=O)Nc1nc2ccccc2nc1Cl | -13 | -0.4 | 5
57 | O=C(NC(=O)c1ccccc1)OCC(F)(F)F | -11 | 0.1 | -6
58 | COc1ccc(S(=O)(=O)NCC2CCCN(C(=O)c3cccnc3)C2)cc1 (configuration not stated) | -10 | -1.4 | 14
59 | COC(=O)c1ccc2ccccc2n1 | -26 | 4.4 | 33
60 | C=CCc1ccc(OC(=O)c2ccccc2)c(OC)c1 | -5 | -0.1 | 9

Additional records.
item | Compound | OX1R antag-2 | STK33 inh | OX1R antag-1
61 | O=C(N/N=C/c1ccc2c(c1)OCO2)c1cccs1 | -16 | 5.4 | 28
62 | O=C(Nc1ccc(Br)cc1)c1ccc(N2C(=O)C3CC=C(Cl)CC3C2=O)cc1 (configuration not stated) | -4 | -1.4 | 13
63 | O=C(Cn1c(=O)[nH]c2sc3c(c2c1=O)CCCC3)NCC1CCCO1 (configuration not stated) | -4 | -1.8 | 12
64 | CN(C(=O)COC(=O)C12CC3CC(CC(C3)C1)C2)c1c(N)n(Cc2ccccc2)c(=O)[nH]c1=O | -12 | 1.2 | 1
65 | CC(c1ccccc1)N1C(=O)NC(NC(=O)C(C)(C)C)(C(F)(F)F)C1=O (configuration not stated) | -1 | -1.7 | 12
66 | CN(C)c1ccc(C(=O)Nc2cccc(S(=O)(=O)NC3=NCCCCC3)c2)cc1 | -34 | -0.2 | 4
67 | O=C(CN1C(=O)/C(=C/c2ccccc2F)Sc2ccccc21)NCc1cccnc1 | -20 | -2.8 | 47*
68 | N=C(N)N1CCc2ccccc21 | -1 | 0.8 | 7
69 | Cn1cc(CNC(=O)c2cc(-c3ccccc3)nc3ccc(Br)cc23)cn1 | -34 | -1.1 | 12
70 | Cc1ccc(Nc2nc3ccccc3s2)cc1 | -28 | -1.1 | 22
71 | COc1ccc(CCNC(=O)C2CCCN2C(=O)Nc2ccccc2)cc1OC (configuration not stated) | -13 | / | 7
72 | COc1ccccc1CN1CCN(Cc2nc(-c3cccs3)no2)CC1 | -32 | -1.7 | 13
73 | Cc1cccc(NC(=O)NCCCCc2ccccc2)c1 | 5 | -1.6 | 8
74 | Cc1cc(C)n(-c2ccc(C(=O)OCC(=O)Nc3cc(Cl)ccc3[N+](=O)[O-])cc2)n1 | -20 | 1.8 | 3
75 | O=C(c1ccc(CS(=O)(=O)c2ccc(Br)cc2)o1)N1CCOCC1 | -16 | 0.3 | 1
76 | COc1ccccc1NC(=O)CN1CCN(c2ccccc2)CC1 | -24 | -1.0 | 22
77 | Cc1csc(NC(=O)CSc2nc3sc(C)c(C)c3c(=O)[nH]2)n1 | -5 | / | 21
78 | CCCCCNc1nc2sc3c(c2c(=O)n1-c1cccc(Cl)c1)CCN(C)C3 | -19 | 0.4 | 4
79 | O=C(CSc1nnnn1Cc1ccccc1)c1ccc(F)cc1 | -27 | -4.2 | 4
80 | COc1ccccc1NC(=O)CSc1nc2ncccc2[nH]1 | -22 | 0.3 | 9
81 | COc1cccc(N=Nc2c(C)[nH]n(-c3ccccc3)c2=O)c1 | -18 | -2.9 | 8
82 | Cc1ccc(NC(=O)c2ocnc2C)cc1Cl | -9 | 0.5 | 8
83 | CCOC(=O)c1c(C)[nH]c(C)c1S(=O)(=O)NCCCN1CCOCC1 | -7 | 0.5 | 3
84 | FC(F)(F)c1cc(N2CCNCC2)c2ccccc2n1 | -31 | 16 | 9
85 | COc1ccccc1C(=O)NNC(=O)c1ccc(NC(=O)CC(C)C)cc1 | -18 | / | 15
86 | O=C1NC(=O)c2cc(Oc3ccc([N+](=O)[O-])cc3)ccc21 | -2 | 0.9 | 8
87 | CSc1nc(N(C)NC(=O)c2ccc(Cl)cc2)c2ccccc2n1 | 2 | 1.6 | 7
88 | COc1cccc(NC(=O)c2ncn[nH]2)c1 | 0 | 0.6 | 7
89 | O=C(NNc1c(Cl)cc(Cl)cc1Cl)c1n[nH]c(=O)c2ccccc12 | 2 | -2.3 | 10
90 | Cn1cccc1/C=C1\SC(=Nc2ccc(O)cc2)NC1=O | -13 | 3.1 | 15
91 | O=C(NCCN1CCc2ccccc2C1)C1CCN(S(=O)(=O)N2CCC3(CC2)OCCO3)CC1 | -15 | 0.2 | 31
92 | CC(C)(C)SCCNC(=O)CSCc1ccc([N+](=O)[O-])cc1 | -12 | -1.8 | 24
93 | O=C(O)c1ccccc1N1C(=O)C2C3CCC(C3)C2C1=O (configuration not stated) | -1 | -0.2 | 3
94 | Cc1ccccc1Nc1nc2ccccc2n1C(C)C | -12 | -0.5 | -1
95 | ClC1(Cl)CC1Cn1c(C2CC2)nc2ccccc21 (configuration not stated) | -7 | -0.7 | 1
96 | Cc1ccc(NC(=O)CSc2nnc(CNC(=O)c3ccccc3F)o2)cc1 | -18 | -0.6 | 24
97 | CCOc1ccc(S(=O)(=O)N2CCCCC2)cc1NC(=O)CN1C(=O)NC(C)(c2ccc(C)cc2)C1=O (configuration not stated) | -34 | -0.7 | 20
98 | O=C1CNC(=S)N1Cc1ccc(Cl)cc1 | -19 | 0.3 | -1
99 | COCCCn1c(Cc2ccccc2)nnc1SCC(=O)N1CCCCC1 | -7 | 1.0 | 7
100 | CC1(C)Oc2ccc(C(=O)N3CCOCC3)cc2N(CC(=O)Nc2ccccc2)C1=O | -16 | -1.0 | 18
101 | O=C(c1ccc([N+](=O)[O-])cc1)N1CCSC1c1ccc(Br)cc1 (configuration not stated) | -18 | -2.1 | 18
102 | CN(CC(=O)Nc1ccc(C(N)=O)cc1)CC(=O)Nc1ccccc1Cl | 8 | -1.0 | -1
103 | Cc1ccc2nc(SCC(=O)Nc3ccc(F)cc3F)nc(=O)n2c1 | -19 | 0.1 | 8
104 | CN(C)c1cc[n+](CC(=O)Nc2ccccc2C(F)(F)F)cc1 | -2 | -1.5 | 12
105 | O=C1NC2(CCCc3ccccc32)C(=O)N1Cc1nnc(-c2ccccc2Br)o1 (configuration not stated) | -20 | -5.6 | 15
106 | O=C(C1CC1)N1N=C(c2ccc(Br)cc2)CC1(O)C(F)(F)F (configuration not stated) | -24 | 0.8 | -7
107 | COc1cc(C(C)=O)ccc1COc1ccc(C(=O)O)cc1OC | -14 | -1.2 | 3
108 | Cc1ccccc1NC1=NC(=S)N(CC(N)=O)C12CCOC(C)(C)C2 (configuration not stated) | -2 | -1.4 | 1
109 | COC(=O)c1ccsc1NC(=O)C1COc2ccccc2O1 (configuration not stated) | -31 | 0.2 | 25
110 | C=CCn1c(SCC(=O)O)nnc1-c1cccs1 | 21 | -0.8 | 8
111 | CNC(=O)c1c(NC(=O)c2nc3ccccc3s2)sc2c1CCC2 | -8 | -0.8 | 44*
112 | O=C(OCC(=O)N1CCN(S(=O)(=O)c2ccc(Cl)cc2)CC1)c1cccc(OC(F)F)c1 | -7 | -0.7 | 17
